ATG4B inhibitor: ATG4B (human) cysteine protease inhibition; ATG4B cleavage of LC3-PLA2, NBD-HPC fluorescence, 1 h; inhibition, % at 8.33 µM; hit rate 0.51% among 340,000; AID 504462; in the data active means inhibition above about 40%
mIAP inh: mouse IAP inhibition. purified mouse IAP, CDP-Star luminescence, 30 min. inhibition, % at 10 µM. hit rate 0.2% among 330,000. AID 2806;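 active means inhibition of at least 40% at 10 µM in the primary screen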;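 further: plate controls were DMSO with enzyme for no effect and no enzyme wells for full effect; values of inactives mirror those of a sister screen read the other way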
APOBEC3G inh: blocks human APOBEC3G single-stranded DNA deamination; recombinant A3G, ssDNA deamination FAM/TAMRA fluorescence; hit rate 0.28% among 330,000; Q9HC16; inhibition, % at 20 µM; AID 493012;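 active means inhibition of at least 40% at 20 µM, with no more than 30% in the related APOBEC3A deaminase screen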;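 further: plate controls were DMSO wells with A3G for no effect and wells lacking A3G enzyme for full effect; some compounds called inactive have numbers as strong as hits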
Target sequence (Q9HC16 whole entry, looked up): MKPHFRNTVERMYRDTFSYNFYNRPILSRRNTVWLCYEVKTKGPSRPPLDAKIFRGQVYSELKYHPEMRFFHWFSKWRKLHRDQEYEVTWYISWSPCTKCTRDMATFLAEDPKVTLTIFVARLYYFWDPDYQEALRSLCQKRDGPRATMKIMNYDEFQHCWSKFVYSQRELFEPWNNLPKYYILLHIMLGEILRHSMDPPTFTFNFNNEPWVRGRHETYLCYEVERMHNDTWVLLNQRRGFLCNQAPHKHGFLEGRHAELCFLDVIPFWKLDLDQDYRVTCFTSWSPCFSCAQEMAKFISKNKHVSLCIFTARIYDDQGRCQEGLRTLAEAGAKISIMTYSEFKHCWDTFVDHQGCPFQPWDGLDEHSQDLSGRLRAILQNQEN
hIAP activ: increases human intestinal alkaline phosphatase activity; P09923; purified human IAP, CDP-Star luminescence, 30 min; stronger effect = higher value; 1 = vehicle-only enzyme, 0 = enzyme-free background; activation factor at 10 µM; hit rate 0.16% among 330,000;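 active means activation factor of the enzyme at least 2-fold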; further: the source names both 10 and 20 µM as test concentration; values of inactives mirror those of a sister screen read the other way
Target sequence (P09923 whole entry, looked up): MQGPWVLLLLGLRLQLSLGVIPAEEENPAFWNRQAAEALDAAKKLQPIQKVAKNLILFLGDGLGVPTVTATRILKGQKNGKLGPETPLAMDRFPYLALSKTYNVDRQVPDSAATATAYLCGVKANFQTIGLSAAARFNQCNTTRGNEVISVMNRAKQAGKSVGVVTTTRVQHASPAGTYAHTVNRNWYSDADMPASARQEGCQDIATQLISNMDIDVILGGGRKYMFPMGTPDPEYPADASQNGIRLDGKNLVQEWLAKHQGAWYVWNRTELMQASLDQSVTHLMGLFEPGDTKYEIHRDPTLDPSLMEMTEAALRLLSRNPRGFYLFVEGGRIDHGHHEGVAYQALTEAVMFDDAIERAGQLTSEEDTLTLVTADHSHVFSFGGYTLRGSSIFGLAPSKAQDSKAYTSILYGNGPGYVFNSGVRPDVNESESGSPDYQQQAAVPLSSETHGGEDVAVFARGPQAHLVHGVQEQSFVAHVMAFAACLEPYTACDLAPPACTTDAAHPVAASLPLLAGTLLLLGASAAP
mIAP activ: mouse IAP activation; muIAP, CDP-Star luminescence, 30 min; stronger effect = higher value; 1 = vehicle-only enzyme signal, 0 = enzyme-free wells; activation factor at 10 µM; hit rate 0.24% among 330,000; AID 2805;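 active means activation factor of at least 2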; further: the source names both 10 and 20 µM as test concentration; values of inactives mirror those of a sister screen read the other way
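Assay system: mouse IAP enzyme / Compound: DMSO-dissolved test compounds / Timing: 30 min, room temperature / Measured by: luminescence from enzymatic CDP-Star hydrolysis / Control set: DMSO-only wells, enzyme-free buffer wells as negative control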
beta cell repl: MIN6 beta-cell proliferation induction | proliferation, % at 10 µM | hit rate 0.29% among 330,000 | AID 2380 | MIN6 cells proliferation, ATPlite luminescence, 48 h; cells starved in 0.2% serum; 100% = growth in 10% serum;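 active means compounds whose signal lies at least 3.5 SD above the mean of all wells on their plate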;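 further: 0% = DMSO-treated cells in low-serum medium and 100% = 10% serum control; some compounds called inactive have numbers as strong as hits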
hIAP inh: blocks human intestinal alkaline phosphatase | inhibition, % at 10 µM | AID 2544 | purified IAP, CDP-Star luminescence, 30 min | P09923 | hit rate 0.12% among 330,000;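 active means inhibition reaching a set limit with compound at 10 µM in the primary screen, cut at about 35% in these data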;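 further: plate controls were DMSO wells with enzyme for no effect and no-enzyme buffer wells for full effect; values of inactives mirror those of a sister screen read the other way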
MPTP block: blocks calcium-induced mitochondrial swelling; isolated mouse mitochondria, Ca2+ swelling absorbance, 30 min; inhibition, % at 10 µM; hit rate 1.4% among 360,000; AID 602449;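 active means inhibition of 50% or more, scaled per plate between neutral and stimulator controls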;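 further: 0% = DMSO wells given calcium and 100% = 1 mM EGTA wells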
APOBEC3A inh: human APOBEC3A DNA deaminase inhibition; recombinant A3A, FAM/TAMRA ssDNA deamination fluorescence; P31941; inhibition, % at 20 µM; hit rate 0.41% among 330,000;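 active means at least 40% inhibition at 20 µM here, with at most 30% in a related deaminase screen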;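 further: plate controls were A3A with DMSO for no effect and wells lacking A3A enzyme for full effect; some results filed as inactive read as strong as hits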
Starred values were filed as active, the others as inactive.

SMILES	ATG4B inhibitor	mIAP inh	APOBEC3G inh	hIAP activ	mIAP activ	beta cell repl	hIAP inh	MPTP block	APOBEC3A inh
COc1cccc(Nc2cc(C)nc3nc(C)nn23)c1	4	-5	-8	0.95	1	1	5	0.2	-2
CCCCSc1nc2c(cnn2-c2ccccc2)c(=O)n1N	10	3	-9	1.1	0.97	4	-11	3.7	-3
Cc1ccc2c(c1)c1c(n2CC(O)CN2CCCCC2C)CCCC1 (configuration not stated)	4	3	-1	1	0.97	-4	-3	1.0	1
COc1ccc(/C=N/NC(=O)c2cccc([N+](=O)[O-])c2)cc1OS(=O)(=O)c1ccc(C)cc1	-15	12	2	0.99	0.88	-6	1	5.0	1
Cc1ccc(C#N)c(SCc2ccccc2F)n1	-2	2	-9	0.8	0.98	-2	20	5.1	-3
O=C(N/N=C\c1ccc(COc2ccc([N+](=O)[O-])cc2)o1)c1cccc(Cl)c1	-9	11	0	1.1	0.89	0	-14	-2.5	1
Cc1ccc(S(=O)(=O)Oc2ccc3c(c2)O/C(=C\c2cccnc2)C3=O)cc1	5	11	-5	0.94	0.89	-6	6	-4.3	-1
CCOc1ccc(-c2cc(CCCC(=O)NCc3cccnc3)no2)cc1	-12	-9	-7	1	1.1	-3	-4	-1.2	0
CC(=O)Nc1cccc(NC(=O)CSc2nnc(NC(=O)c3ccco3)s2)c1	-1	1	-9	1	0.99	1	-1	0.4	-2
O=C(CNc1ccccc1)N/N=C/c1cn(-c2ccccc2)nc1-c1ccccc1	1	-1	-7	0.93	1	-4	8	-0.3	-3
Cc1c(C(=O)NN2CCOCC2)oc2c1ccc1ccccc12	-9	-1	-8	1.2	1	-1	-20	-1.2	-3
NS(=O)(=O)c1ccc(CNC(=O)CCS(=O)(=O)Cc2ccccc2)cc1	0	4	-1	1.1	0.96	-1	-5	1.1	1
COc1ccc(Cc2nnc(NC(=O)Nc3ccc(F)cc3)s2)cc1	-4	16	-11	1.1	0.84	-4	-8	3.5	-3
O=C(Nc1cccnc1Cl)C1CCCN(c2ncnc3c2nc2n3CCCCC2)C1 (configuration not stated)	-3	-10	17	0.78	1.1	0	22	1.1	4
CCNC(=S)NC1CC2CCCC(C1)N2Cc1ccc(C)cc1 (configuration not stated)	2	-21	-6	0.84	1.2	-3	16	-0.1	-2
O=C(CN1C(=O)/C(=C2\SC(=S)N(C3CCS(=O)(=O)C3)C2=O)c2ccccc21)Nc1ccc(F)cc1 (configuration not stated)	5	18	0	0.86	0.82	-2	14	11	-1
CCOC(=O)C(C)On1c(-n2nc(C)cc2C)nc2ccccc2c1=O (configuration not stated)	-3	8	-6	1.1	0.92	0	-6	0.0	-2
CC(C)C(NC(=O)c1ccccc1)C(=O)OCn1nnc2ccccc2c1=O (configuration not stated)	0	-8	-3	0.99	1.1	-3	1	-0.9	3
CCOC(=O)Cc1csc(NC(=O)CSc2ccc(Br)cc2)n1	5	-6	-4	1.1	1.1	-3	-15	0.8	-1
COC(=O)c1ccc(CSc2nc3sc4c(c3c(=O)n2C)CCCC4)o1	0	0	-6	1.1	1	-4	-13	3.8	-2
COc1cc(C2/C(=C(\O)c3cc(C)ccc3C)C(=O)C(=O)N2CCN(C)C)ccc1O (configuration not stated)	-2	-3	-5	0.94	1	-1	6	-1.5	-2
Cc1ccc(SCCNC(=O)C(C)C)cc1	-8	-1	-5	1	1	0	-3	-0.6	1
Cc1cc(C)c(C)c(S(=O)(=O)N2CCC(C(=O)NCCCN3CCOCC3)CC2)c1C	2	-5	-9	0.97	1	3	3	-0.4	-2
COc1ccc(/C=N/NC(=O)c2ccc(Cl)cc2)cc1COC(C)=O	-4	1	0	0.97	0.99	3	3	-1.2	0
CCCCN(C(=O)C1CC(=O)N(CCc2ccc(OC)c(OC)c2)C1)c1c(N)n(CCCC)c(=O)[nH]c1=O (configuration not stated)	1	4	3	1.1	0.96	-2	-6	0.1	37
NNc1cc([N+](=O)[O-])cc2c1C(=O)N(Cc1ccccc1)S2=O (configuration not stated)	-9	17	4	0.98	0.83	-4	2	-2.3	8
Cc1ccc2nccc(C(=O)N3CCCC(Nc4ccc(C)c(C)c4)C3)c2c1 (configuration not stated)	0	-5	-6	0.89	1.1	-2	11	0.2	-9
CCOC(=O)COc1coc(CN2CCN(c3cccc(Cl)c3)CC2)cc1=O	-5	0	-3	0.85	1	-6	15	-0.8	-1
COC(=O)c1cc(NS(=O)(=O)c2ccc(NCc3cccnc3)c([N+](=O)[O-])c2)cc(C(=O)OC)c1	-2	5	-6	0.97	0.95	-1	3	-2.4	2
COc1ccccc1CNC(=O)c1ccc(OCC2CCCO2)cc1 (configuration not stated)	6	0	-5	0.98	1	0	2	-0.7	-2
O=S(=O)(c1ccc(F)c(F)c1)N1CCN(c2ncccn2)CC1	1	-1	-6	1.3	1	-1	-27	-1.7	-2
CCCCNCc1cc2ccccc2o1	-6	-4	-4	0.96	1	1	4	-0.5	0
CC(C)(C)c1ccc(C(=O)NCC(=O)OCN2C(=O)c3ccccc3C2=O)cc1	-3	6	-6	1	0.94	-1	-2	0.3	-3
S=C(NCc1ccccc1)N1CCN(Cc2ccc3c(c2)OCO3)CC1	1	-6	-6	1	1.1	0	0	-5.6	-5
O=C(Nc1ccc(F)cc1)N(CCCN1CCOCC1)Cc1cc2cc3c(cc2[nH]c1=O)OCO3	8	8	-3	0.91	0.92	-4	9	-3.8	-3
COc1ccc(CCNC(=O)CN2C(=O)NC(Cc3c[nH]c4ccccc34)C2=O)cc1 (configuration not stated)	-1	-1	2	1.2	1	-4	-22	-1.0	2
Cc1nn(-c2ccccc2)c(C)c1/C=N/NC(=O)c1cc(C23CC4CC(CC(C4)C2)C3)[nH]n1	-4	-37	-8	1.1	1.4	-3	-14	-1.1	-5
CCc1nc(CNC(=O)C2CCC(=O)N(CCc3cccc(F)c3)C2)no1 (configuration not stated)	22	1	-2	1	0.99	-1	-4	0.1	-7
CN(C(=O)COC(=O)CSc1ccc([N+](=O)[O-])cc1)c1ccccc1	0	-12	-5	0.95	1.1	6	5	1.2	-1
Cc1ccc(C)c(OCCCCCn2ccnc2)c1	-2	-2	-7	1.1	1	-4	-5	-1.2	-4
Cc1cc(C)c(C(=O)N2CCCC(CNS(=O)(=O)c3cccs3)C2)o1 (configuration not stated)	6	-8	-4	0.81	1.1	2	19	1.7	-4
COc1ccc(OCC(=O)N2CCN(c3nnc(-c4ccccc4)c4ccccc34)CC2)cc1	-14	11	-7	0.92	0.89	-1	8	9.0	-3
Cc1cc(C)c(NC2=NS(=O)(=O)c3ccccc32)c(C)c1	3	0	-1	0.96	1	1	4	-0.1	0
COc1ccc(S(=O)(=O)N(CC(=O)N2CCN(C)CC2)C2CCCCC2)cc1OC	-10	1	-6	0.87	0.99	-2	13	1.7	-14
COC(=O)Cc1ccc(NC(=O)c2ccc3c(c2)C(=O)N(CC2CCCO2)C3=O)cc1 (configuration not stated)	-8	2	-6	1	0.98	3	-4	-2.2	-4
Nc1ccc(C(=O)OCCc2ccccc2)cc1	-9	-2	-6	0.85	1	-4	14	7.8	0
CN(C(=O)c1cnc(N2CCN(c3ncccn3)CC2)c2ccccc12)c1ccc(Cl)cc1	-11	-1	-2	1	1	-2	0	-0.9	-1
COc1ccccc1C(=O)NCCC(=O)Nc1ccc(S(=O)(=O)Nc2ncccn2)cc1	-4	-5	-7	0.94	1.1	-3	6	-1.7	-4
Cn1c(N)c(C(=O)CSc2nc(N)cc(=O)[nH]2)c(=O)n(C)c1=O	9	-6	-5	0.97	1.1	-2	3	-2.5	-2
NC(=O)CSc1nccn1Cc1ccc(Cl)cc1	1	-2	-5	0.92	1	-1	8	0.8	1
O=C(NCC(c1ccco1)N1CCCCC1)C(c1ccccc1)c1ccccc1 (configuration not stated)	-1	0	-7	0.97	1	-4	3	-0.4	-6
COc1ccc(/C=C(/C(=O)c2ccc(Cl)cc2Cl)n2cncn2)cc1	-8	3	-7	1	0.97	-4	-4	-1.6	-5
O=C(Nc1ccccc1OC(F)F)c1cccc(S(=O)(=O)N2CCCC2)c1	-8	0	-4	1.1	1	2	-12	1.3	-4
COc1ccc(S(=O)(=O)NC(C(=O)NCCc2ccccn2)C(C)C)cc1 (configuration not stated)	2	2	-6	0.95	0.98	-3	5	0.4	-3
COc1ccc(CCNC2CC(=O)N(N(C)C)C2=O)cc1OC (configuration not stated)	11	10	-8	0.96	0.9	3	4	-1.7	-4
Cc1ccccc1NC(=S)N(Cc1cccnc1)Cc1ccccc1Cl	1	5	-5	0.97	0.95	-2	3	3.2	1
O=S(=O)(c1ccccc1)N1CCN(C(c2ccccc2)c2ccc(OC(F)(F)F)cc2)CC1 (configuration not stated)	-4	5	-8	0.79	0.95	-5	21	1.0	3
O=C(NCCn1cc(SCc2ccc(F)cc2)c2ccccc21)c1ccccc1F	2	2	-2	0.9	0.98	-7	10	2.4	1
CCc1nc2ccccc2c(C(=O)OCC(=O)C(C)(C)C)c1C	-3	5	-5	1.2	0.95	1	-16	0.5	-2
COc1ccc(OC)c(C2C(C(=O)c3ccc(C)o3)=C(O)C(=O)N2c2cc(C)on2)c1 (configuration not stated)	-12	4	-5	0.88	0.96	-3	12	0.3	-5

Three compounds picked at random from those above:
SMILES	ATG4B inhibitor	mIAP inh	APOBEC3G inh	hIAP activ	mIAP activ	beta cell repl	hIAP inh	MPTP block	APOBEC3A inh
COc1ccc(OC)c(C2C(C(=O)c3ccc(C)o3)=C(O)C(=O)N2c2cc(C)on2)c1 (configuration not stated)	-12	4	-5	0.88	0.96	-3	12	0.3	-5
COc1ccccc1C(=O)NCCC(=O)Nc1ccc(S(=O)(=O)Nc2ncccn2)cc1	-4	-5	-7	0.94	1.1	-3	6	-1.7	-4
CCc1nc2ccccc2c(C(=O)OCC(=O)C(C)(C)C)c1C	-3	5	-5	1.2	0.95	1	-16	0.5	-2

Further records.
SMILES	ATG4B inhibitor	mIAP inh	APOBEC3G inh	hIAP activ	mIAP activ	beta cell repl	hIAP inh	MPTP block	APOBEC3A inh
Cc1c(C)n(Cc2ccccc2)c2ncnc(NCCN(C)C)c12	-1	-3	-3	1	1	0	-3	0.2	-1
Cc1cc(C)c2[nH]c(=O)c(CN(CC3CCCO3)C(=O)C3CCCO3)cc2c1 (configuration not stated)	-5	-5	0	1.1	1.1	-2	-8	-6.9	4
COc1ccc(NC(=O)N(C)C[C@H]2Oc3ccc(NS(=O)(=O)c4ccc(F)cc4)cc3C(=O)N([C@H](C)CO)C[C@@H]2C)cc1	1	-2	-9	1	1	-2	-1	-0.9	-1
N#Cc1ccc(C(=O)N2CCN(C(=O)C3CCCO3)CC2)cc1 (configuration not stated)	-6	-11	-9	1	1.1	-3	-5	-0.9	-1
Cc1ccsc1CN(C)CC(=O)NCC(=O)Nc1ccc(F)c(F)c1F	-6	3	-8	1.1	0.97	-3	-14	-2.8	-3
CCn1c(=NC(=O)c2cccc(N3C(=O)CCC3=O)c2)sc2c(C)ccc(OC)c21	-8	-2	-5	1.1	1	0	-9	3.3	-3
N#CCSc1nnc(Cc2cccc3ccccc23)n1C1CCCCC1	-1	-14	-6	1	1.1	0	-2	-3.4	0
O=C(NNC(=S)NC(=O)c1ccccc1)c1cccnc1	0	17	6	2.5*	0.83	2	-148	-2.0	-10
Cc1cccc(/C=N/n2c(C)nc3ccccc3c2=O)c1	3	4	-4	0.86	0.96	0	14	0.2	1
Cc1cc(=O)[nH]c(SCC(=O)NC(c2ccccc2)c2ccccc2)n1	8	-6	-1	1.1	1.1	-2	-8	0.0	-1

Bioassay records: PubChem BioAssay, Sanford-Burnham Center for Chemical Genomics
